Assay outcomes: PubChem BioAssay, Dana-Farber Cancer Institute and Novartis Institutes for BioMedical Research (Cambridge, Mass)
USP8 inh: blocks human USP8 ubiquitin-rhodamine cleavage; purified USP8, Ub-rhodamine cleavage fluorescence, 30 min; inhibition, % at 20 µM; 47,000 tested, 4.2% active; AID 1645853
UCHL1 inh: inhibitors of human UCHL1 deubiquitinase; 47,000 tested, 0.2% active; P09936; purified UCHL1, Ub-rhodamine cleavage fluorescence; inhibition, % at 20 µM
Target sequence (P09936 whole entry, looked up): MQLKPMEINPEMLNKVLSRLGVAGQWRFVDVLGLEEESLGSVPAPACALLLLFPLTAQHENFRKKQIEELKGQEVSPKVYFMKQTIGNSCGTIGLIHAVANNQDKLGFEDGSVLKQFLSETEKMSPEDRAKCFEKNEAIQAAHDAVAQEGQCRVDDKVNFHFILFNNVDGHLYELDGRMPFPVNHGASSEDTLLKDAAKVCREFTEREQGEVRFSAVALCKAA
USP10 inh: blocks human USP10 ubiquitin-rhodamine cleavage | inhibition, % at 20 µM | 47,000 tested, 1.1% active | purified USP10, Ub-rhodamine fluorescence, 60 min
Target sequence (Q14694 whole entry, looked up): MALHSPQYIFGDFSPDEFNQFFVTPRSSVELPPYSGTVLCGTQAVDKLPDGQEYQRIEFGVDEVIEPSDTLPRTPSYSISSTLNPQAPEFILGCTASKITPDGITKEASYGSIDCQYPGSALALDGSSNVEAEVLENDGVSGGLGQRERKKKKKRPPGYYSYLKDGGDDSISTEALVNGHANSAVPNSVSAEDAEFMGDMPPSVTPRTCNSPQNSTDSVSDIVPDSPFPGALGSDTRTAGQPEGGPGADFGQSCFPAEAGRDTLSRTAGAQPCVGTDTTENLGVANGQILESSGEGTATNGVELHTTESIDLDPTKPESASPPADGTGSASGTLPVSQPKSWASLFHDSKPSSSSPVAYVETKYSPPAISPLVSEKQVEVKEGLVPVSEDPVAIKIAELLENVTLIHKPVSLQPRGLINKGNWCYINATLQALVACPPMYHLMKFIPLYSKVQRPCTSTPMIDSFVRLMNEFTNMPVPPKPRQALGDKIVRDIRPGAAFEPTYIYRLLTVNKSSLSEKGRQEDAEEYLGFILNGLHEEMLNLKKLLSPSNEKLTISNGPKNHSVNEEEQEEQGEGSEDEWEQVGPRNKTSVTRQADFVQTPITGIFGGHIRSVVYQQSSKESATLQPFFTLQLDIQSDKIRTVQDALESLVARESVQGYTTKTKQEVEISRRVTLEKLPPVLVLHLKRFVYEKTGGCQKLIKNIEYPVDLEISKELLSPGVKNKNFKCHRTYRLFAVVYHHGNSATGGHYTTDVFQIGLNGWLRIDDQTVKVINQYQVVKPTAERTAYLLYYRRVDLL
USP28 block: human USP28 deubiquitinase inhibition; purified USP28, Ub-rhodamine cleavage fluorescence, 30 min; inhibition, % at 25 µM; AID 1645857; Q96RU2; 47,000 tested, 3% active
OTUD3 block: blocks human OTUD3 ubiquitin-rhodamine cleavage; inhibition, % at 25 µM; purified OTUD3, Ub-rhodamine fluorescence, 2 h; Q5T2D3; 47,000 tested, 0.7% active
USP7 inh: human USP7 deubiquitinase inhibition; Q93009; purified USP7, Ub-rhodamine cleavage fluorescence; inhibition, % at 20 µM; 47,000 tested, 0.3% active
USP30 block: inhibitors of human USP30 deubiquitinase; purified USP30, Ub-rhodamine cleavage fluorescence; 47,000 tested, 5.3% active; Q70CQ3; inhibition, % at 25 µM; AID 1645860
USP17 block: inhibitors of human USP17 deubiquitinase | A8MUK1 | inhibition, % at 50 µM | purified USP17, Ub-rhodamine cleavage fluorescence, 3 h | 47,000 tested, 6.5% active
The depositor's hits bear a star; i = inactive; x = no result given. Rule as the data show it: active = inhibition above about 30%; inactive = the rest.

SMILES	USP8 inh	UCHL1 inh	USP10 inh	USP28 block	OTUD3 block	USP7 inh	USP30 block	USP17 block
O=C(Cc1sc(-c2ccccc2)nc1-c1ccccc1)Nc1ccccc1	0	-2	2	-12	1	3	18	14
CCCN(CC(=O)Nc1ccc2c(c1)OCCO2)S(=O)(=O)c1cccc(C(F)(F)F)c1	-6	0	-3	-3	-1	-5	-21	9
CC(=O)Nc1ccc(-n2cc(-c3ccccc3)[nH]c2=S)cc1	-2	0	-1	-20	-11	0	-8	-24
Cc1cccc(OCC(=O)Nc2nc3c(s2)CN(S(=O)(=O)c2ccccc2)CC3)c1	-61	-2	-5	9	-9	-9	18	5
Cc1cccc(NC(=O)[C@H]2C[C@@H]3C(=O)NC(C)[C@H]2N3Cc2ccccc2)c1 (some centres undefined)	1	0	-3	-5	0	-19	-17	-11
COc1cccc(-n2c(C)cc(/C=C3/C(=N)N4C(c5ccccc5)=CSC4=NC3=O)c2C)c1	-155	-108	-7	-180	-211	-143	i	x
O=C(O)CCCn1cc(NC(=O)c2ccc3c(c2)OCO3)cn1	2	0	1	9	0	3	6	0
Oc1ccccc1CN1CCC(O)(c2cccnc2F)CC1	-10	3	-4	1	-1	6	0	1
O=C(Nc1cnc(N2CCCCCC2)nc1)c1cncc(Br)c1	0	-2	-2	29	-8	-128	-7	-9
O=C(NC1=CC(=O)[C@]2(CO)O[C@@H]2[C@H]1O)c1ccccc1O	6	1	9	9	-9	-38	-99	7
CCOc1ccccc1CNC(=O)c1cc2c(=O)n(C)ccc2n1C	5	2	1	14	8	1	12	9
Cc1cc2n(n1)CCCN2C(=O)CCC(=O)N1CCN(c2cccc(Cl)c2)CC1	-8	-2	-2	7	9	0	-1	-8
CCCC1Oc2ccccc2C(=O)N(CC(=O)c2ccccc2)C1=O (centres undefined)	23	7	7	19	11	9	20	-39
COc1cccc(Nc2c(C(=O)N3CCCC3)cnc3nc(C)ccc23)c1	26	0	-5	10	11	0	10	9
O=C(c1cc(-c2csc(-c3cnccn3)n2)n2ccccc12)N1CCCC1	-46	-15	-7	-161	-100	-20	-470	-81
O=C(NCc1cccnc1)c1cn(-c2cccc(Cl)c2)nn1	-3	1	-2	5	-2	-6	29	24
CCCN(CCC)C(=O)CS(=O)Cc1nc(-c2ccc(OC)cc2)oc1C (centres undefined)	6	-1	0	1	13	0	9	-2
Nc1c(C(=O)NC2CCCCC2)nnn1-c1ccccc1	3	0	4	-5	-8	-6	4	x
Cc1ccccc1C(=O)N1CC(C(=O)NCCc2ccncc2)C2(CCOCC2)C1 (centres undefined)	4	2	2	3	14	5	22	9
CCOc1ccc(NC(=O)CC2N=C(N3CCN(c4ccccc4F)CC3)NC2=O)cc1 (centres undefined)	3	0	4	3	13	0	35*	13

Next section, overlapping the part above by 5 compounds.
SMILES	USP8 inh	UCHL1 inh	USP10 inh	USP28 block	OTUD3 block	USP7 inh	USP30 block	USP17 block
O=C(NCc1cccnc1)c1cn(-c2cccc(Cl)c2)nn1	-3	1	-2	5	-2	-6	29	24
CCCN(CCC)C(=O)CS(=O)Cc1nc(-c2ccc(OC)cc2)oc1C (centres undefined)	6	-1	0	1	13	0	9	-2
Nc1c(C(=O)NC2CCCCC2)nnn1-c1ccccc1	3	0	4	-5	-8	-6	4	x
Cc1ccccc1C(=O)N1CC(C(=O)NCCc2ccncc2)C2(CCOCC2)C1 (centres undefined)	4	2	2	3	14	5	22	9
CCOc1ccc(NC(=O)CC2N=C(N3CCN(c4ccccc4F)CC3)NC2=O)cc1 (centres undefined)	3	0	4	3	13	0	35*	13
COc1ccc2[nH]c3c(c2c1)CCN1C(=O)CN(CCCc2ccccc2)C(=O)[C@]31C	7	3	4	7	3	1	0	9
c1ccc(COc2ccc3[nH]c4c(c3c2)CCCCCC4)cc1	-3	4	0	3	-1	7	-26	42*
Cc1nc(SCC(=O)Nc2ccc(C)c(C)c2)c2oc3ccccc3c2n1	1	0	0	6	5	0	12	36*
COc1ccc(CCC(=O)Nc2cccc3ccccc23)cc1OC	26	3	-2	13	17	3	26	1
CCOc1ccccc1NC(=O)C1CC(=O)Nc2nc3ccccc3n21 (centres undefined)	39*	3	21	4	12	7	26	24
CCc1ccccc1NC(=O)N1CCCC(CN2CCc3ccccc3C2)C1 (centres undefined)	11	-1	-1	9	9	0	1	-1
Cc1nc(N)cc(C2(C)CCN(C(=O)C3(C)CCN(C(=O)c4ccccc4)CC3)CC2)n1	20	3	0	12	7	6	23	11
O=C1CC(c2noc(-c3ccncc3)n2)CN1c1ccc(F)cc1 (centres undefined)	-13	-2	2	-1	-6	-1	-2	x
c1ccc(C2(c3nnc(CC4CCCCC4)o3)CCOCC2)cc1	-2	-1	0	-16	0	-71	0	1
Cc1cccc(CN2CC(c3noc(-c4ccncc4)n3)CC2=O)c1 (centres undefined)	16	4	-2	5	11	0	3	11
COCCSc1ccc(-c2cccnc2)nn1	5	0	8	3	9	4	1	8
Cc1ccc(Cl)cc1N1CCN(CCCNc2nc3ccccc3n3c(C)nnc23)CC1	12	2	-2	7	7	3	-20	-4
Cc1cc(-c2ccc(C)c(S(=O)(=O)Nc3ccc(-c4ccno4)cc3)c2)on1	12	4	6	-2	11	7	7	9
O=C(Nc1c(C(=O)c2ccccc2)oc2ccccc12)c1cccc(Cl)c1	19	3	0	9	9	8	-11	x
CC(C)c1cc(N2CCCCC2)n2nc(-c3cccnc3)nc2n1	4	0	1	x	-2	-3	x	-5
FC(F)(F)c1cccc(Oc2nc(SCc3ccc(Cl)cc3)nc3c2CCCC3)c1	11	3	2	4	8	7	12	7
CCc1nc(SCC(=O)Nc2ccc(C)c(F)c2)c2oc3ccccc3c2n1	5	-2	4	-11	0	0	2	8
O=[N+]([O-])c1ccc(Cc2nnc(-c3ccccc3Cl)o2)cc1	-8	4	4	48*	4	-3	1	35*
O=C(CCc1nc(-c2cccnc2)no1)Nc1cc(Cl)ccc1O	-77	1	3	4	2	-16	-63	5
COc1ccc(C)cc1NC(=O)C1CC(=O)Nc2nc(SCc3ccccc3)nn21 (centres undefined)	26	3	34*	6	8	6	-6	53*
COc1ccc(OC)c(NC(=O)c2cc(-c3ccc(C)c(C)c3O)n[nH]2)c1	9	3	4	18	5	5	3	26
COc1ccc(S(=O)(=O)N2CCC(N3CCOCC3)CC2)cc1Cl	5	1	0	1	6	3	14	18
O=C1CNC(=O)C(Cc2ccccc2)N1 (centres undefined)	0	-2	0	-10	-7	0	-8	-16
O=C(c1ccccc1)N1CC[C@@H]2CN(C(=O)NC3CCCCC3)[C@@H]2C1	26	1	4	11	14	2	20	17
CC(C)OCCCn1c(=O)c2ccccc2n2c(CCC(=O)NC3CCN(Cc4ccccc4)CC3)nnc12	-14	-1	-6	-20	-13	-4	-30	1
Cc1ccc(C)c(NC(=O)C[n+]2cc(-c3ccc(F)cc3)n3c2CCC3)c1	11	0	0	9	10	0	7	6
O=C(CN1C(=O)[C@H]2CCCN2c2ncccc21)NCc1cccc(C(F)(F)F)c1	4	-13	-8	-32	-24	-21	-159	-34
CCN(C(=O)COc1ccc(-c2nnco2)cc1)c1cccc2ccccc12	-1	1	0	2	-3	-8	7	-5
COc1ccc2ncc(S(=O)(=O)c3ccccc3)c(N3CCC(C)CC3)c2c1	5	6	8	-2	3	9	5	0
Cn1cccc1C(=O)Nc1cnn(-c2ncc(N3CCCCC3)cn2)c1	-33	-1	-1	-34	-30	3	-80	-32
Cc1cccc(C)c1NC(=O)C1(NC(=O)c2ccc(Br)cc2)CCCCC1	43*	0	8	9	16	10	26	35*
O[C@H]1[C@H](NCc2ccccc2)[C@@H](c2cccnc2)C[C@H]1O	-1	0	0	-13	-2	0	-12	-8
CCOC(=O)C1=C(N)Oc2cc(C)oc(=O)c2C1c1ccncc1 (centres undefined)	11	1	2	9	9	7	20	7
Cc1cccc(S(=O)(=O)N2CCN(c3cnn4c(C)nnc4c3)CC2)c1	-13	-3	0	-5	1	-3	0	-3
COc1ccc(CNC(=O)c2ccc(N3C(=O)[C@@H]4Cc5ccccc5CN4C3=O)cc2)cc1OC	7	-3	-3	-14	-6	0	-37	-10
CCNC(=O)N1CCc2c(cccc2-n2nnc(C(=O)NCc3cc(C)no3)c2C)C1	-2	0	-4	6	11	-4	17	0
CN1Cc2c(C(=O)Nc3cccc(Cl)c3)ncn2-c2ccccc2S1(=O)=O	6	6	4	15	9	7	12	5
CC(=O)Nc1ccc(NC(=O)N[C@H]2C[C@H]3CN(C)c4ccccc4CN3C2)cc1	3	-2	-2	31*	-8	2	-31	-2
Cc1cccc(CNS(=O)(=O)c2cc(-c3csc(C)n3)ccc2C)c1	0	6	6	12	3	9	-7	25
COc1ccc(-c2nc(C3CC(=O)N(c4ccccc4)C3)no2)cc1 (centres undefined)	13	7	3	14	12	-1	19	7
Cc1cc(C(=O)N2CCCCC2)c2c(=O)n(Cc3ccc(F)cc3)c(=O)n(C)c2n1	-9	0	-2	-37	-53	-32	-231	-65
CCN(CC)c1ncc2c(n1)CCC(C(=O)NC(C)c1ccccn1)C2 (centres undefined)	-5	-3	-4	-13	-2	-5	-30	-8
c1coc(CNc2nc(Nc3cccc4ccccc34)nc3ccccc23)c1	36*	5	2	44*	23	11	15	83*
Cc1ccc(S(=O)(=O)N2C(=O)CCC2C(=O)N2CCN(c3ccccc3F)CC2)cc1 (centres undefined)	-5	2	-3	5	3	2	-3	-8
CCS(=O)(=O)c1ccccc1C(=O)Nc1cnc2c(c1)c(C)nn2C	1	0	-1	1	-3	4	3	-1
Cc1cc(CN2CC[C@H]3[C@H]2CCN3C(=O)c2cnn(C)c2)oc1C	-56	-4	-5	-27	-24	-5	-55	-32
Nc1c(-c2nc(-c3ccccc3)cs2)nnn1-c1cccc(F)c1	3	-2	8	-2	-5	5	15	5
CCOCC1CN(S(=O)(=O)c2ccccc2)Cc2ccnn2C1 (centres undefined)	-35	-1	-2	-3	2	1	6	x
Cc1ccccc1S(=O)(=O)N1CCc2nc(N(C)Cc3cccnc3)[nH]c(=O)c2CC1	-9	3	2	9	-31	3	21	1
CC(=O)N1CCC2(CC1)CC(NC(=O)Cc1ccc3c(c1)OCO3)c1ccccc1O2 (centres undefined)	-80	0	0	-14	-4	-11	-12	-18
O=C(Nc1ccc(-n2ccnc2P(=O)(O)c2ccccc2)cc1)c1ccccc1Cl	25	2	-1	17	-5	3	21	16
Cc1cc(C(=O)N2CC(C(=O)Nc3cccc(-c4csc(C)n4)c3)C2)no1	-67	-1	-2	-6	-9	-4	-17	-17
CCN(c1ccc(NC(=O)CSc2nnc(-c3ccccc3)n2-c2ccc(OC)c(OC)c2)cc1)C(C)C	6	11	24	41*	21	11	46*	63*
Cc1nc(-c2ccc(S(=O)(=O)Nc3cccc(C#N)c3)cc2)co1	-21	0	-1	-19	-15	-1	-32	-15
Cc1cccc(OCC(=O)Nc2cccn3nc(C)nc23)c1	-96	-3	0	-4	-7	-4	-27	-33
Cc1ccc(CNC(=O)CN2CCC3(CCC2=O)NC(=O)c2ccccc2O3)cc1 (centres undefined)	-19	-2	-5	-5	0	5	-40	-5
O=C(Nc1ccc2c(c1)OCCO2)Nc1nnc(CC(=O)N2CCOCC2)s1	-3	-4	5	7	-11	-1	2	-7
COc1ccc(-c2ncc(-c3ccc([N+](=O)[O-])cc3)o2)cc1	-12	-71	-5	-202	-91	-84	i	-189
Cc1ccc(-c2nc(CNC(=O)Cc3ccccc3F)no2)cc1	-104	-3	-7	7	7	-1	-8	-7
Cc1ncncc1C(=O)N1CCCC(C)(c2ncc(Cc3ccccc3F)o2)C1 (centres undefined)	-8	0	4	14	15	-4	23	9
Next section
SMILES	USP8 inh	UCHL1 inh	USP10 inh	USP28 block	OTUD3 block	USP7 inh	USP30 block	USP17 block
O=C(Cc1csc(-c2ccccc2)n1)NCc1ccccc1F	-1	0	1	0	-6	-27	-4	2
CC(CN1CCOCC1)C(=O)Nc1cccn2nc(C3CC3)nc12 (centres undefined)	4	5	2	10	10	10	15	3
CCOC(=O)N1CCN(C(=O)c2ccc3c(=O)n(Cc4ccco4)c(=O)[nH]c3c2)CC1	4	-1	-3	4	14	-4	18	7
Cc1ccc(S(=O)(=O)N2CC(CN(C)C)C3(CCOCC3)C2)cc1 (centres undefined)	0	1	-1	0	19	2	-73	4

Arranged by SMILES length (descending): 3 of the compounds above.
SMILES	USP8 inh	UCHL1 inh	USP10 inh	USP28 block	OTUD3 block	USP7 inh	USP30 block	USP17 block
O=C(CN1C(=O)[C@H]2CCCN2c2ncccc21)NCc1cccc(C(F)(F)F)c1	4	-13	-8	-32	-24	-21	-159	-34
Cc1ccc(C)c(NC(=O)C[n+]2cc(-c3ccc(F)cc3)n3c2CCC3)c1	11	0	0	9	10	0	7	6
CC(C)c1cc(N2CCCCC2)n2nc(-c3cccnc3)nc2n1	4	0	1	x	-2	-3	x	-5
